# AddAB inh – growth inhibition of E. coli expressing H. pylori AddAB, primary screen, AddAB inhibitor project, absorbance; inhibition, % at 11.9 µM; 330,000 compounds, 0.29% hits; in the data active = inhibition above about 12%;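 note: 0% = vehicle wells of infected cells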
# Tat transport – E. coli Tat export inhibitors, primary screen, MC4100, TorA-mCherry reporter, fluorescence, single point | 340,000 compounds, 0.036% hits | AID 488895, 2010 | inhibition, % at 10 µM;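 active = mean replicate inhibition at least 50% and at least half of replicates individually reaching 50%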;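 note: exported cargo escapes ClpAP degradation while cytoplasmic cargo is degraded and loses fluorescence; 0% = median of neutral control wells and 100% = median of NaSCN control wells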
# PfHsp90 yeast 2 – growth inhibition of PfHsp90-expressing yeast, primary screen, antimalarial PfHsp90 inhibitor project, S. cerevisiae, BacTiter-Glo luminescence, single point, set 2. inhibition, % at 9.4 µM. 310,000 compounds, 0.32% hits. BacTiter-Glo ATP, 48 h; yeast lacking PDR1 and PDR3 efflux regulators;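 active = every replicate shows inhibition above about 80%, whatever the replicate mean, limit read from the data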;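 note: 0% = DMSO neutral controls and 100% = 20 µM radicicol positive controls; yeast relying on Plasmodium falciparum Hsp90 in place of its own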
# PKA-R1A activ – activators of PKA-R1A holoenzyme, primary screen, biochemical, fluorescence polarization, Cy5-IP20, bovine R1A, mouse PKAc | cAMP-dependent protein kinase type I-alpha regulatory subunit (Bos taurus) + … | 340,000 compounds, 0.083% hits | activation, % at 11.4 µM | PKA-R1A dissociation; scaled: DMSO 0%, 113 µM cGMP 100%;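 active = percent activation above the mean of all tested compounds plus 3 SD, cut at about 19% in these data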;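 note: higher means more PKAc released from R1A so a rise in polarization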
# Ecoli viability – E. coli V3065 growth inhibition, primary screen, counter-screen for AddAB inhibitor project, absorbance, OD600; 18 h; 330,000 compounds, 0.27% hits; inhibition, % at 11.9 µM;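 active = inhibition above the campaign's mean inhibition across all tested compounds plus 3 SD, cut at about 9.9% in these data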;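 note: uninfected addAB+ strain grown without phage in ampicillin broth; 0% = DMSO wells and 100% = ciprofloxacin 0.95 µg/ml wells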
# HTR5A inv ctr – HTR5A inverse agonists in luminescence cell assay, primary screen, counter-screen for OPRM1-OPRD1 heterodimer inverse agonist project, full-deck HTS | HTR5A cell line, inverse agonism | inhibition, % at 9.3 µM | 5-hydroxytryptamine receptor 5A (Homo sapiens), P47898 | 340,000 compounds, 0.083% hits; in the data active = inhibition mostly above about 23%, no sharp cut-off; inactive = mostly below about 18%;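 note: 0% = cells with DMSO and 100% = no-cell wells with DMSO; some compounds called inactive have numbers as strong as hits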
# Target sequence (P47898 whole entry, looked up): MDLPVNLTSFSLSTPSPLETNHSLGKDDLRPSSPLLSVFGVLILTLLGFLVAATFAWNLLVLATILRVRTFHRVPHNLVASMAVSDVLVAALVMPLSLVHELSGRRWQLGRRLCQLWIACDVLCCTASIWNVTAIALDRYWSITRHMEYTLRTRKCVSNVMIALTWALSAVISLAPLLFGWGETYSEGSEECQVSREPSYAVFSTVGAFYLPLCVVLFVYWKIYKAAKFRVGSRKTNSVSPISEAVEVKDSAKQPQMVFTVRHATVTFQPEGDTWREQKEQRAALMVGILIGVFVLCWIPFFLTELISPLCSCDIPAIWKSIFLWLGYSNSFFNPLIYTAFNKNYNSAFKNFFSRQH
# SUMO Mot1 rescue – yeast Mot1-301 growth rescue at high temperature, primary screen, SUMOylation pathway inhibitor project, S. cerevisiae, ATP luminescence, 38.5C | growth rescue, % at 18.8 µM | S. cerevisiae Mot1-301 growth rescue; percent above DMSO median, 100 means doubled | AID 2716, 2010 | 320,000 compounds, 1% hits;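 active = every valid replicate shows activation above 250% relative to neutral control wells; inactive = the rest, any valid replicate at or below 250%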;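 note: OY570 slx delta 5 strain wells were the positive control but not used for scaling; some compounds called inactive have numbers as strong as hits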
# MOR-DOR ag – agonists of OPRM1-OPRD1 heterodimerization, primary screen, cell-based, luminescence. Mu-type opioid receptor (Homo sapiens) + Delta-type opioid receptor (Homo sapiens), …. cells. activation, % at 9.3 µM. 340,000 compounds, 0.3% hits. AID 504326, 2011; in the data active = activation above about 18%;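 note: 0% = vehicle-treated cells and 100% = reference agonist; values of inactives mirror those of a sister screen read the other way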
# OPRM1-OPRD1 inv – inverse agonists of MOR-DOR heterodimerization, primary screen, cell-based, luminescence; inhibition, % at 9.3 µM; Mu-type opioid receptor (Homo sapiens) + Delta-type opioid receptor (Homo sapiens), …; 340,000 compounds, 0.21% hits; AID 504357, 2011; cell-based MOR-DOR heterodimer luminescence, inverse agonism; in the data active = inhibition above about 22%, passing the limit was not always enough;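 note: 0% = cells with DMSO and 100% = wells without cells with DMSO; values of inactives mirror those of a sister screen read the other way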
# phage Ecoli inh – growth loss of phage-infected E. coli, primary screen, RecBCD inhibitor project, absorbance, with phage, HTS | inhibition, % at 11.9 µM | 360,000 compounds, 0.26% hits; in the data active = inhibition above about 11%
# PKA-R2B act – activators of PKA-R2B holoenzyme, primary screen, biochemical, fluorescence polarization, Cy5-IP20, human | PKA-R2B holoenzyme dissociation; R2B truncated from residue 108, S112A mutant; 0% DMSO only, 100% 113 µM cGMP | activation, % at 11.4 µM | 340,000 compounds, 0.079% hits | AID 504700, 2011;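 active = activation above a cutoff set at the mean over all compounds plus 3 SD, cut at about 18% in these data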;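 note: higher means more holoenzyme dissociation and a rise in polarization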
# Target sequence (P31323 whole entry, looked up, other chains not shown, the tested form may be a part): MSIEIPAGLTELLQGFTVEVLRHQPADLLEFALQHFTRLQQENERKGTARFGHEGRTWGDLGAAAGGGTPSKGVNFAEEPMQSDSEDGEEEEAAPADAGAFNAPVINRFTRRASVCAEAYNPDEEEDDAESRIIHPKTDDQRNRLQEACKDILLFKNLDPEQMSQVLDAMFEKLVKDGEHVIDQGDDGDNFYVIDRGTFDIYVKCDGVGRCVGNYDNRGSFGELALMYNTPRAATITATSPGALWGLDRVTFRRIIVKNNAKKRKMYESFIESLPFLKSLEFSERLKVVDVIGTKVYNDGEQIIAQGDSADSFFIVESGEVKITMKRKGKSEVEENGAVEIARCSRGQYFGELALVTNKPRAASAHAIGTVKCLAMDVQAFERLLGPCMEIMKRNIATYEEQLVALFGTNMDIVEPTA
# * marks the source's active call; other numbers are inactive results; / = not tested or not shown.
entry	Compound	AddAB inh	Tat transport	PfHsp90 yeast 2	PKA-R1A activ	Ecoli viability	HTR5A inv ctr
1	O=C(CNC(=O)c1ccc(Cl)c([N+](=O)[O-])c1)NCC1CCCO1 (centres undefined)	-1.2	14	1	6	-2.6	1
2	Cc1n[nH]c(=S)n1/N=C/c1c(O)ccc2ccccc12	5.2	12	-26	7	1.1	3
3	CSCC(=O)N1CCCC(CNC(=O)c2ccc(-c3ccccc3)cc2)C1 (centres undefined)	-3.0	1	-20	-3	-3.2	-5
4	NS(=O)(=O)c1ccc(CCNS(=O)(=O)c2ccc3c(c2)NC(=O)CO3)cc1	1.7	-4	-50	-8	-0.2	-11
5	C/C(=N\NC(=O)C1CC1c1ccccc1)c1cccs1 (centres undefined)	-1.4	-13	-11	9	0.7	7
6	O=C(OC1CCOC1=O)c1ccc(S(=O)(=O)N2CCCCCC2)cc1 (centres undefined)	3.5	6	/	-1	1.4	9
7	O=C(CCC1CCCN(C(=O)c2cc3ccccc3o2)C1)NCc1ccc(F)c(F)c1 (centres undefined)	-1.4	0	-14	-10	1.8	-11
8	CCN(CC(=O)NCC(=O)Nc1cccc(C)c1C)Cc1ccccc1	0.4	2	-8	0	2.2	10
9	CCCN(CC(=O)Nc1ccccc1OC)C(=O)c1ccc(COc2ccccc2)o1	-0.1	6	-5	-10	0.0	14
10	Cc1cc2oc(C(=O)Nc3nonc3C)c(C)c2cc1Cl	0.1	-3	-7	3	0.7	12
11	CC(=O)/C(=N\Nc1ccc(Cl)cc1Cl)Sc1cccc2cccnc12	-1.2	3	-10	-1	-1.4	-8
12	c1ccc(Cc2nc3ccccc3s2)cc1	/	-11	-1	-1	/	14
13	CC(C)N1CCN(Cc2cccc3nonc23)CC1CCO (centres undefined)	2.0	-2	/	1	0.1	-24
14	Cc1cc(=O)[nH]c(SCC(=O)NC2CCCCC2)n1	1.5	2	7	-2	5.3	-7
15	Clc1ccc2nc(C3CCN(Cc4nnnn4C4CCCCC4)CC3)[nH]c2c1	1.5	-16	/	-5	2.9	-14

entry	SUMO Mot1 rescue	MOR-DOR ag	OPRM1-OPRD1 inv	phage Ecoli inh	PKA-R2B act
1	-7	0.1	-1	1.9	0
2	-8	-1.3	6	1.3	-1
3	62	-0.7	4	1.4	-8
4	3	-3.4	19	3.0	5
5	-1	-2.7	14	5.4	-1
6	-11	-2.0	12	1.8	-5
7	-22	1.1	-5	1.2	5
8	-8	-3.8	12	-0.9	-1
9	6	-2.1	8	1.7	-11
10	-5	0.9	-4	0.3	-2
11	8	-4.3	23	-0.9	-4
12	/	1.5	-8	3.0	-5
13	17	0.8	-4	3.6	0
14	26	-2.1	13	2.1	10
15	38	1.1	-6	2.9	17

# The list goes on.
entry	Compound	AddAB inh	Tat transport	PfHsp90 yeast 2	PKA-R1A activ	Ecoli viability	HTR5A inv ctr
16	CCCCN(Cc1ccco1)S(=O)(=O)c1csc(C(N)=O)c1	4.0	-11	2	-5	2.5	12
17	O=C(OCC(=O)N1CCCc2ccccc21)c1cc(S(=O)(=O)N2CCOCC2)ccc1Cl	2.7	25	/	-5	1.0	4
18	COc1cccc(C(=O)C2CCCN(C(=O)CCc3scnc3C)C2)c1 (centres undefined)	-0.1	-2	-7	11	0.1	20
19	COc1cccc(/C=N/n2c(C)nc3ccccc3c2=O)c1O	-2.4	2	-22	3	0.7	0
20	CCOC(=O)C1CCN(C(=O)c2sc3nc(-c4ccccc4)cn3c2C)CC1	2.4	0	22	2	0.8	5
21	O=C(CNC(=O)N1CC(=O)Nc2ccccc21)Nc1ccccc1	3.0	1	-56	7	0.7	-13
22	Cc1cc(=O)oc2cc(OCC3CC(c4ccccc4Cl)=NO3)ccc12 (centres undefined)	2.6	3	-23	-8	0.2	-21
23	CCCCn1c(N)c(N(CC(C)C)C(=O)c2cccc(S(=O)(=O)N(C)c3ccccc3)c2)c(=O)[nH]c1=O	2.4	1	/	4	0.3	-11
24	COc1ccc(CC(=O)OCC(=O)NCCNC(=O)COC(=O)Cc2ccc(OC)cc2)cc1	0.5	6	/	1	2.5	6
25	Cc1[nH]n(-c2ccc(Cl)cc2)c(=O)c1C(=O)c1ccccc1	3.3	-7	14	-13	-1.2	-7
26	COc1cccc(S(=O)(=O)Nc2ccc3c(c2)OCCO3)c1	/	-12	16	-10	/	11
27	CN(CC(=O)Nc1ccc(F)cc1)C(=O)c1ccncc1	-0.1	1	-9	-5	-2.8	20
28	Cc1cccc(N2CCN(c3ccc4cc(S(=O)(=O)N5CCCCC5)ccc4n3)CC2)c1C	0.6	-8	17	6	-2.6	-14
29	CN(CC(=O)Nc1ccccc1Cl)C(=O)CCSc1ccc(F)cc1	1.0	-3	-2	-9	5.6	4
30	O=C(COc1ccccc1Cl)Nc1ccc2oc(=O)ccc2c1	2.3	0	30	1	0.6	-41

entry	SUMO Mot1 rescue	MOR-DOR ag	OPRM1-OPRD1 inv	phage Ecoli inh	PKA-R2B act
16	22	-1.1	6	3.5	0
17	68	-1.1	7	1.8	-2
18	/	-0.7	3	1.4	6
19	22	-3.9	22	3.3	0
20	0	-3.1	14	2.1	-3
21	-7	-2.4	13	4.0	-7
22	-2	-1.5	8	2.7	7
23	-34	-0.8	5	2.7	-3
24	-9	-1.0	6	2.7	-6
25	-37	-3.3	17	-0.2	-9
26	-11	-2.5	12	0.8	-14
27	585	-2.8	15	1.5	-6
28	-6	-3.5	18	1.2	8
29	-6	-0.3	2	-0.2	-3
30	-8	5.8	-36	-1.1	7

# The list goes on.
entry	Compound	AddAB inh	Tat transport	PfHsp90 yeast 2	PKA-R1A activ	Ecoli viability	HTR5A inv ctr
31	COc1ccc(C(CC(=O)N2CCCC2)c2c(OC)cc(OC)c3ccc(=O)oc23)cc1 (centres undefined)	0.5	-1	/	-11	-0.9	-7
32	COc1cc(N=Nc2ccccc2C(=O)O)ccc1O	-1.4	-9	10	4	-1.8	16
33	O=C(NCCCc1ccccc1)c1ccc([N+](=O)[O-])cc1Cl	2.4	-15	12	2	-1.0	8
34	O=C(NC1CCCCCC1)C1C2C=CC3(CN(Cc4cccnc4)C(=O)C13)O2 (centres undefined)	1.5	-9	14	9	-1.1	-11
35	O=C(c1ccc2ccccc2n1)N1CCN(S(=O)(=O)c2ccccc2)CC1	0.5	0	-7	8	0.9	14
36	CCCn1c2ccc(/C(C)=N\O)cc2c2cc(/C(C)=N/O)ccc21	0.5	3	-6	-1	-2.5	-27
37	CCOC(=O)N1CCN(C(=O)C2CCN(Cc3ccc(OC)cc3OC)CC2)CC1	2.8	8	-2	-7	1.0	-40
38	COc1ccc(NC(=O)c2ccccc2SC)cc1OC	3.0	10	-7	-3	-0.5	-5
39	CC[C@@H](C)[C@@H]1CN([C@@H](CN2CCC[C@H]2CN2C(N)=NC[C@H]2CC(C)C)C(C)C)C(=N)N1CCc1ccc(Cl)c(Cl)c1	8.1	31	-3	-4	5.9	13
40	CCCNS(=O)(=O)c1ccc(CCC(=O)N2CCN(c3ccc(F)cc3)CC2)cc1	1.0	-11	-2	-11	-1.9	8
41	COc1ccc(C(=O)NCCCNC(=O)c2ccccn2)cc1Br	-1.6	-7	-3	1	1.5	-22
42	CC(C)(NO)/C(=N/O)c1ccc(Br)cc1	1.1	-4	/	-7	-1.4	18
43	O=C(NC(=S)N(Cc1ccccc1)Cc1ccccc1)c1ccccc1F	-1.4	9	-23	-15	0.7	-10
44	O=C(NCCCN1CCOCC1)c1cc2ccccc2oc1=O	-0.6	4	20	-2	0.4	-14
45	C[C@H](NC(=O)c1[nH]cnc1C(=O)Nc1ccccc1)c1ccccc1	-1.7	3	/	-3	-4.1	8

entry	SUMO Mot1 rescue	MOR-DOR ag	OPRM1-OPRD1 inv	phage Ecoli inh	PKA-R2B act
31	-1	-1.7	9	2.2	-3
32	11	-5.4	28	3.3	-5
33	3	2.1	-11	0.9	0
34	0	-0.5	3	5.2	2
35	5	-0.7	3	1.4	2
36	7	1.9	-10	3.3	1
37	-19	-1.5	7	3.7	7
38	-3	-0.1	1	-1.0	-3
39	/	12	-58	4.6	-1
40	6	1.2	-7	4.5	0
41	-5	-2.4	17	1.4	-4
42	-13	-1.8	11	3.4	10
43	12	-1.2	6	-1.5	-1
44	-1	-3.1	13	2.6	3
45	-8	3.3	-18	-3.1	-10

# Brought forward from above: 5 entries, followed by the next part.
entry	Compound	AddAB inh	Tat transport	PfHsp90 yeast 2	PKA-R1A activ	Ecoli viability	HTR5A inv ctr
41	COc1ccc(C(=O)NCCCNC(=O)c2ccccn2)cc1Br	-1.6	-7	-3	1	1.5	-22
42	CC(C)(NO)/C(=N/O)c1ccc(Br)cc1	1.1	-4	/	-7	-1.4	18
43	O=C(NC(=S)N(Cc1ccccc1)Cc1ccccc1)c1ccccc1F	-1.4	9	-23	-15	0.7	-10
44	O=C(NCCCN1CCOCC1)c1cc2ccccc2oc1=O	-0.6	4	20	-2	0.4	-14
45	C[C@H](NC(=O)c1[nH]cnc1C(=O)Nc1ccccc1)c1ccccc1	-1.7	3	/	-3	-4.1	8
46	COc1cc2c(cc1OC)C(c1ccccc1)N(C(=O)c1ccco1)CC2 (centres undefined)	4.2	3	-4	2	-0.5	-4
47	O=C(Nc1ccccc1)N1CCC(C(=O)N2CCN(c3ccccc3F)CC2)CC1	3.9	5	6	-2	1.7	-34
48	CCOC(=O)c1ccc(NC(=O)CC2NCCNC2=O)cc1 (centres undefined)	3.0	7	-4	-5	3.1	-13
49	Cc1ccc(-n2c(=S)sc3c(=O)n(-c4ccccc4F)c(SCC(=O)O)nc32)cc1C	-2.2	-1	2	-3	-3.3	-6

entry	SUMO Mot1 rescue	MOR-DOR ag	OPRM1-OPRD1 inv	phage Ecoli inh	PKA-R2B act
41	-5	-2.4	17	1.4	-4
42	-13	-1.8	11	3.4	10
43	12	-1.2	6	-1.5	-1
44	-1	-3.1	13	2.6	3
45	-8	3.3	-18	-3.1	-10
46	-9	-0.8	4	1.1	1
47	354	2.0	-11	3.4	-3
48	-6	4.5	-25	0.2	12
49	260	-2.3	13	0.4	-1

# Compound activity: PubChem, several laboratories
